Screening data deposited in PubChem by National Center for Advancing Translational Sciences (NCATS).
LDHA inh = LDHA (human) enzyme inhibition; P00338; purified LDHA, NADH/diaphorase-resazurin fluorescence; active compounds read low; activity change, % (values are at about 110 or 230 µM); 480,000 tested, 0.15% active; in the data active means activity change below about -30%; inconclusive means mostly about -25% to -30%;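 further: plate controls were DMSO wells for no effect and wells without enzyme for full effect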
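Human LDH5 at 2 nM final in Tris HCl pH 7.4 with 0.06 mM NADH and 0.2 mM pyruvate, reacted 5 minutes at room temperature. Remaining NADH coupled via diaphorase/resazurin; resorufin fluorescence read at 0 and 20 minutes, normalized to enzyme-free and DMSO wells.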
POLK inh = blocks human DNA polymerase kappa activity; Potency, µM (series often up to 107 µM), inactives show at the highest dose activity, negative = inhibition, usual class: inhibitors; 400,000 tested, 0.53% active; purified Pol kappa, fluorescent DNA synthesis assay, 10 min; Q9UBT6; AID 588579; further: potency means the concentration at half of the fitted maximal effect; on the % scale 0 is the no-effect control and ±100 the full control effect
Target sequence (Q9UBT6 whole entry, looked up): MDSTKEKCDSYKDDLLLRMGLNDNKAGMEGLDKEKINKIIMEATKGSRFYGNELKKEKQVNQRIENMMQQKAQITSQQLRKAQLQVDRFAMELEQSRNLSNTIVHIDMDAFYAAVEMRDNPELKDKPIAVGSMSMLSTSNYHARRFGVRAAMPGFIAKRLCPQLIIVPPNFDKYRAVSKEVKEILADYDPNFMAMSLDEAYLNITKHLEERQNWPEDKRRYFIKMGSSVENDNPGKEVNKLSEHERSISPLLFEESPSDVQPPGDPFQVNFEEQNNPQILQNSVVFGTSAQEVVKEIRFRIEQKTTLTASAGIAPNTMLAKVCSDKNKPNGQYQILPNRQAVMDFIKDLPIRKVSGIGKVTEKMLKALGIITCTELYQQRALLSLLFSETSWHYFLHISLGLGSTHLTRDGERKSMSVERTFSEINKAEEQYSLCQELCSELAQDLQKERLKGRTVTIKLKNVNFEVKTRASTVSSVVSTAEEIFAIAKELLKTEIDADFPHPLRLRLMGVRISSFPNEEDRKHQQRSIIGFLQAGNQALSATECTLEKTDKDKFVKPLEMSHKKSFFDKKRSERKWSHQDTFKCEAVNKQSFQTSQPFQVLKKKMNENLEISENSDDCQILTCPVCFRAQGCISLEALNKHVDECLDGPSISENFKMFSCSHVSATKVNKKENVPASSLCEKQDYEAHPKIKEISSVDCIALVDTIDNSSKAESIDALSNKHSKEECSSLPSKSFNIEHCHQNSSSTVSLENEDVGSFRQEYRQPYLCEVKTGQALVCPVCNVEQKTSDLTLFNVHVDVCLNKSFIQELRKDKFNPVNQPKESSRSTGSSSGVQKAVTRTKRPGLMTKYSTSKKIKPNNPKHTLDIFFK
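Activity was followed as the change in fluorescence between reads at 0 and 10 min after starting the reaction with 50 nM substrate. Beforehand, 10 nM polymerase had been preincubated with compound for 15 min at room temperature.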
POLI inh = inhibitors of human DNA polymerase iota; Potency, µM (top dose mostly 115 µM), for the others: at the top dose activity, negative = inhibition, hits mostly inhibitors; AID 588590; Pol iota fluorescent replication assay, 10 min; 390,000 tested, 1% active; Q9UNA4; further: potency means the concentration at half of the fitted maximal effect
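Pol iota at 10 nM preincubated 15 min with compounds at room temperature; reaction started with fluorescent substrate, 50 nM final. Fluorescence read kinetically at 0 and 10 min; buffer-only wells as negative control.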
BLM helicase inh = Bloom syndrome helicase (human) inhibition. P54132. 350,000 tested, 0.2% active. recombinant BLM DNA unwinding, fluorescence dequenching. Potency, µM (highest dose often 56.1 µM), for inactives: top-dose activity change, negative = inhibition, usual class: inhibitors;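 further: potency means the concentration at half of the fitted maximal effect; plate controls were vehicle for no effect and no enzyme for full effect; nearly all actives have a fitted effect of over 35% in size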
Pol beta inh = inhibitors of human DNA polymerase beta | Potency, µM (titrated, usually from 114 µM), for the others: at the highest dose activity change, negative = inhibition, usual class: inhibitors | AID 485314 | 340,000 tested, 1.3% active | Pol beta primer extension/strand displacement, fluorescence kinetic; further: potency means the concentration at half of the fitted maximal effect; on the % scale 0 is the no-effect control and ±100 the full control effect
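Enzyme-only controls used 10 nM Pol beta; buffer lacking enzyme served as negative control. Compound preincubated 15 min, then 50 nM substrate added; 0 and 10 min reads at room temperature.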
Apoferritin bind = candidate novel general anesthetic via apoferritin binding; apoferritin/1-aminoanthracene competitive binding, fluorescence; P02791; 350,000 tested, 0.074% active; Potency, µM (highest dose often 77.5 µM), for the others: at the top dose activity change, negative = displacement, actives largely listed as inhibitors; further: potency means the concentration at half of the fitted maximal effect; on the % scale 0 is the no-effect control and ±100 the full control effect; nearly all actives have a fitted effect of over 20% in size
Target sequence (P02791 2-175 limits assumed): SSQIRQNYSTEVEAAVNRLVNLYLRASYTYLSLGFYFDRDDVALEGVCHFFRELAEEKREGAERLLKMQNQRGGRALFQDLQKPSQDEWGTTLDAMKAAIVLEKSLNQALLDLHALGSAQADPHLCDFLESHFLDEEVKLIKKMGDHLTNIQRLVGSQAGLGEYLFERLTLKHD
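Horse-spleen apoferritin (10 uM) in 50% saturated 1-aminoanthracene in PBS was incubated 10 min at room temperature with compound. Fluorescence (ex 380, em 535 nm) was normalized to free and bound 1-AMA, with concentration-response fitted by a four-parameter Hill equation.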
APEX1 inh = blocks human APE1 abasic DNA cleavage; recombinant APE1, TAMRA/BHQ-2 abasic DNA cleavage fluorescence; Potency, µM (doses to about 65.8 µM), without a hit: at the highest dose activity change, negative = inhibition, hits mostly inhibitors; 350,000 tested, 0.35% active; AID 2517;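 further: potency means the concentration at half of the fitted maximal effect; plate controls were vehicle for no effect and reference inhibitor for full effect; nearly all actives have a fitted effect of over 55% in size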
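Enzyme (0.75 nM final) and test compound are incubated 15 min at room temperature before adding 50 nM quenched THF abasic-site duplex. Cleavage dequenches TAMRA, followed at 525/598 nm over three reads one minute apart.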
Glioma ERSR ind = ER stress response induction in glioma | Potency, µM, for the others: at the top dose activation, most hits filed as activators | U87-MG GRP78 promoter luciferase reporter, 16 h | 420,000 tested, 0.02% active | AID 602332; further: potency means the concentration at half of the fitted maximal effect; series mostly up to about 76 µM; % of control where 0% means no effect; nearly all actives have a fitted effect of over 35% in size
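ERSR induction read as luciferase luminescence (Bright-Glo, 10 min at room temperature) in stably transfected human U87-MG glioma cells exposed to compounds for 16 h, using GRP78 as sensor.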
POLH inh = blocks human DNA polymerase eta activity | AID 588591 | Q9Y253 | Potency, µM (doses to about 114 µM), for the others: top-dose activity change, negative = inhibition, hits mostly inhibitors | 390,000 tested, 1.2% active | recombinant Pol eta, fluorescent DNA replication assay; further: potency means the concentration at half of the fitted maximal effect; on the % scale 0 is the no-effect control and ±100 the full control effect
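Pol eta at 10 nM preincubated with compounds 15 min at room temperature; reaction started with fluorescent substrate (50 nM final) and read kinetically at 0 and 10 min.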
* marks the source's active call; other numbers are inactive results; u = inconclusive; x = not tested or not shown; & = joins results of further samples; [ ] = another dose, or the depositor's remark. Unless noted, the call rests on the fitted dose curve; in most records, active means well fitted curve in the direction sought with a large enough effect; inconclusive means small, poorly fitted or top-dose-only effect, or another doubt; inactive means no such curve, though single readings can be large; an effect the other way counts as inactive or inconclusive.

smiles	LDHA inh	POLK inh	POLI inh	BLM helicase inh	Pol beta inh	Apoferritin bind	APEX1 inh	Glioma ERSR ind	POLH inh
COc1c(Br)cc([N+](=O)[O-])c(OC)c1C(=O)NC(=O)Nc1c(Cl)cccc1Cl	2	-31%	-9%	-7%	u	-13%	1%	0%	-22%
Cc1cccc(NC(=O)C2Cc3ccccc3O/C2=N\O)c1 (stereo not given)	-3	7%	26%	-4%	27%	2%	23%	4%	-21%
CC(CC(=O)Nc1cccc(S(=O)(=O)N2CCCCC2)c1)c1ccccc1 (stereo not given)	-2	u	u	x	x	x	32%	-4%	-18%
CN1c2ccccc2C(O)=C(C(=S)Nc2ccccc2)S1(=O)=O	4	-20%	21%	0%	u	-4%	-4%	-5%	6%
Cc1cc(C)c2sc(NC(=O)CN3C(=O)CCC3=O)nc2c1	-2	6%	-4%	0%	13%	6%	-1%	1%	21%
CC(=O)Nc1ccc(N(C(=O)CNC(=O)c2ccco2)C(C(=O)NCc2ccco2)c2ccccc2F)cc1 (stereo not given)	0	-21%	-6%	-5%	-1%	-6%	6%	-4%	-16%
COCCCNC(=O)c1ccc(Cn2c(=O)c3cccn3c3cccnc32)cc1	0	2%	-10%	2%	-11%	29%	x	-3%	-15%
COc1ccc(NC(=O)C2(S(=O)(=O)c3ccc(C)cc3)CC2)cc1	-7	-2%	-29%	-3%	38%	-5%	-8%	3%	-4%
O=C(NC1CCCN(Cc2ccccc2F)C1)c1cccs1 (stereo not given)	-4	-17%	-21%	0%	-21%	-14%	-18%	-4%	-6%
CN(c1ccccc1C(=O)NCC1CCCO1)S(C)(=O)=O (stereo not given)	0	-2%	16%	1%	-5%	1%	0%	-7%	0%
COc1ccc(C(=O)N/N=C/c2ccc(OC)c(COc3ccc(F)cc3)c2)cc1	-12	-18%	45%[activator]	-7%	-1%	-5%	-9%	-2%	-10%
CCCOc1ccc(C(=O)CCN2CCN(C(=O)OCC)CC2)cc1	-1	-4%	25%	1%	-14%	-11%	7%	-17%	-12%
COc1ccc(NC(=O)Cn2nnc(-c3ccccc3NC(=O)c3ccco3)n2)cc1	-1	-2%	11%	-7%	1%	-15%	-10%	-6%	u
COc1cccc(CNc2cc(C)ccn2)c1O	2	7%	11%	-2%	3%	-7%	58%[activator]	2%	-22%
CCOC(=O)c1c(NC(=O)C2CCN(S(=O)(=O)c3cccs3)CC2)sc(C)c1C	-3	0%	7%	-7%	-1%	-7%	-1%	-6%	-17%
Cc1cc(=O)oc2cc(NC(=O)c3c(Cl)cnn3C)ccc12	1	16%	17%	-3%	35%	-2%	7%	7%	-10%
Cc1cccc(NC(=S)Nc2ccc(N3CCOCC3)cc2)c1C	2	0%	-15%	0%	0%	-24%	5%	-5%	-12%
Cc1cc(/C=N/NC(=O)C(O)(c2ccccc2)c2ccccc2)c(C)n1-c1cccc(C(=O)O)c1	2	u	16µM*	10µM*	16µM*	3%	4%	2%	10µM*
O=C(CSc1ncc2c(n1)-c1ccc(Cl)cc1N(Cc1ccccc1)S2(=O)=O)Nc1ccccc1C(F)(F)F	0	-2%	-19%	-7%	-6%	6%	x	-5%	-7%
O=C(CN1C(=O)NC(c2ccccc2)(c2ccccc2)C1=O)NCc1cccs1	-8	7%	10%	x	x	x	9%	-3%	-13%
Cc1cc(F)ccc1S(=O)(=O)Nc1ncnc2scc(-c3ccc(F)cc3)c12	-13	-5%	166%[activator]	0%	38%	5%	10%	-4%	-4%
COc1ccc(COC(=O)Nc2cc3c(C(F)(F)F)nn(C)c3s2)cc1	-3	-11%	u	-12%	-1%	-6%	-4%	-3%	-20%
O=C(NCN1C(=O)C2C3C=CC(C3)C2C1=O)Nc1ccccn1 (stereo not given)	-2	10%	-2%	1%	3%	7%	-7%	-2%	-7%
O=C(c1ccc(NC2=NC3CS(=O)(=O)CC3S2)cc1)N1CCN(c2ccccc2F)CC1 (stereo not given)	-18	-10%	-29%	0%	2%	-3%	61%[activator]	-2%	-11%
O=C(CSc1cn(CC(=O)N2CCCCCC2)c2ccccc12)Nc1ccccc1F	-15	-7%	17%	0%	10%	-10%	x	2%	-5%

Another view of part of the listing above.
Order of results: LDHA inh	POLK inh	POLI inh	BLM helicase inh	Pol beta inh	Apoferritin bind	APEX1 inh	Glioma ERSR ind	POLH inh
> CCCOc1ccc(C(=O)CCN2CCN(C(=O)OCC)CC2)cc1
    -1	-4%	25%	1%	-14%	-11%	7%	-17%	-12%
> COc1ccc(NC(=O)Cn2nnc(-c3ccccc3NC(=O)c3ccco3)n2)cc1
    -1	-2%	11%	-7%	1%	-15%	-10%	-6%	u
> COc1cccc(CNc2cc(C)ccn2)c1O
    2	7%	11%	-2%	3%	-7%	58%[activator]	2%	-22%
> CCOC(=O)c1c(NC(=O)C2CCN(S(=O)(=O)c3cccs3)CC2)sc(C)c1C
    -3	0%	7%	-7%	-1%	-7%	-1%	-6%	-17%
> Cc1cc(=O)oc2cc(NC(=O)c3c(Cl)cnn3C)ccc12
    1	16%	17%	-3%	35%	-2%	7%	7%	-10%
> Cc1cccc(NC(=S)Nc2ccc(N3CCOCC3)cc2)c1C
    2	0%	-15%	0%	0%	-24%	5%	-5%	-12%
> Cc1cc(/C=N/NC(=O)C(O)(c2ccccc2)c2ccccc2)c(C)n1-c1cccc(C(=O)O)c1
    2	u	16µM*	10µM*	16µM*	3%	4%	2%	10µM*
> O=C(CSc1ncc2c(n1)-c1ccc(Cl)cc1N(Cc1ccccc1)S2(=O)=O)Nc1ccccc1C(F)(F)F
    0	-2%	-19%	-7%	-6%	6%	x	-5%	-7%
> O=C(CN1C(=O)NC(c2ccccc2)(c2ccccc2)C1=O)NCc1cccs1
    -8	7%	10%	x	x	x	9%	-3%	-13%

(further entries)
smiles	LDHA inh	POLK inh	POLI inh	BLM helicase inh	Pol beta inh	Apoferritin bind	APEX1 inh	Glioma ERSR ind	POLH inh
Clc1ccc2c(c1)C(C1=NCCN1)c1ccccc1CS2 (stereo not given)	-6	-4%	7%	-11%	79%	-3%	-3%	-1%	-19%
Cc1cc(/C=N/N2CCN(C)CC2)c(C)n1-c1ccc(Cl)cc1	-6	-22%	48%[activator]	4%	6%	3%	-5%	0%	-14%
CCCCSc1nc2c(c(=O)n1CC)SC(C)C2 (stereo not given)	3	-4%	0%	-6%	-1%	-3%	0%	-4%	-4%
CCCC[C@@H](C=O)NC(=O)[C@H](CC(C)C)NC(=O)OCc1ccccc1	x	3%[19.4 µM]	x	x	x	-13%	-1%	11%	x
COc1ccccc1[C@@H]1C(c2cccc(Cl)c2)=NN(c2ccc(Br)cc2)[C@H]1C(=O)N1CCOC1=O	7	-3%[60.1 µM]	4%	-9%&-6%	-6%	663%&59%[activator]	-3%[50.4 µM]	-2%&0%	0%
CCc1c(C)nc(N2CCN(c3cccc(OC)c3)CC2)[nH]c1=O	3	-4%	13%	1%	22%	-1%	1%	-4%	-17%
O=C(Nc1cc([N+](=O)[O-])ccc1O)c1cccc(C(=O)Nc2cc([N+](=O)[O-])ccc2O)c1	-35*	-25%	16%	-18%	-1%	-13%	u	-4%	u
Cc1cc(C)cc(OCc2nc(-c3cccnc3)no2)c1	-1	-6%	-8%	-3%	21%	u	0%	7%	-8%
COc1ccccc1C(=O)NC(CCSC)C(=O)NCC(c1cccs1)N(C)C (stereo not given)	-6	-5%	17%	x	x	x	39%[activator]	-1%	-2%
O=C(NC1CC1)C1CCN(Cc2cnn(-c3ccccc3)c2-n2cccc2)CC1	0	2%	1%	-4%	6%	4%	-1%	-2%	-6%
CNC(=O)N1c2ccccc2CCc2ccccc21	-9	-10%	-5%	1%	2%	3%	9%	-5%	-4%
CCCCn1c(N)c(N(CC(C)C)C(=O)c2ccc3c(c2)NC(=O)C(C)S3)c(=O)[nH]c1=O (stereo not given)	1	-1%	-5%	-3%	4%	-3%	9%	-2%	-27%
Cc1csc(NC(=O)Cc2ccccc2[N+](=O)[O-])n1	-11	-18%	0%	-2%	1%	-8%	-3%	3%	-5%
NC(=O)c1ccc(-n2nnnc2SCC(=O)NC2CCCCC2)cc1	-5	-5%	6%	-7%	33%	-6%	-2%	-3%	10%
Cn1cc(Br)c(-c2cccc(N3C(=O)CCCC3=O)c2)n1	-4	-18%	1%[58.9 µM]	-1%	17%	32%[activator]	4%	0%	-24%
Cc1ccc(NC(=O)CSc2ncc3ccccn23)cc1C	0	2%	u	4%	1%	u	3%	3%	-10%
COc1ccc(S(=O)(=O)N2CCc3ccccc32)cc1C(=O)NCC(c1ccco1)N1CCCC1 (stereo not given)	-6	-3%	6%	x	x	x	16%	-4%	-4%
Cc1cc(S(=O)(=O)N2CCOCC2)ccc1OCC(=O)N1CCCC1	2	5%	128%[activator]	0%	-19%	9%	68%[activator]	4%	-16%
FC(F)(F)c1nc(N2CCN(c3ccccc3)CC2)nc2c1CCCCC2	6	-4%	15%	2%	-15%	1%	-2%	-6%	-11%
Cc1ccc(CN2CCC(C(=O)Nc3ccc(Oc4cccnc4)cc3)CC2)cc1	0	-7%	10%	2%	-14%	u	13%	-2%	-13%
O=[N+]([O-])c1ccc2nc(SCc3cn4cc(Cl)ccc4n3)[nH]c2c1	-2	-28%	28µM*	u	5.6µM*	2%	3%	-9%	50µM*
Cc1c(NS(=O)(=O)c2ccc(N3CCN(C)CC3)c([N+](=O)[O-])c2)c(=O)n(-c2ccccc2)n1C	-3	1%	118%[activator]	0%	1%	-16%	-5%	2%	-7%

These rows are one share of the data, so the mix of outcomes need not match the whole.
